# From PubChem BioAssay
# HIV RNase H inh: HIV-1 RT RNase H inhibitors, primary screen, biochemical, fluorescence | 1.9% of 65,000 active | Gag-Pol polyprotein (Human immunodeficiency virus type 1 group M subtype B (isolate … | inhibition, % at 10 µM | AID 565, 2006 | RT-RNase H RNA/DNA duplex cleavage; in the data active = inhibition above about 50%
# RmlC RmlD mix: RmlC and RmlD coupled enzyme inhibitors, primary screen, biochemical, 384-well, compound mixtures, retest; 0.39% of 110,000 active; inhibition, % at 5.5 µM; RmlC/RmlD coupled enzyme inhibition, 384-well mixture HTS; in the data active = inhibition above about 30%, passing the limit was not always enough; also: strong numbers were not always called active
# * marks the source's active call; other numbers are inactive results; . = no result given. A portion of the library, so the mix of outcomes need not match the whole.
# Value order – RmlC RmlD mix	HIV RNase H inh
Cc1ccc(SCC(=O)NC(C)(C)C)cc1
→ -15	.
CCCCc1nc(NCCNC(=O)c2ccccc2)c(C#N)c2c1CSC(C)(C)C2
→ 22	.
CCOc1ccccc1NC(=O)NC1(C(=O)N2CCOCC2)CCCCC1
→ -2	-4
Nc1nnc(N2CCCCC2)s1
→ 2	-4
CCC(CC)C(=O)N1CCN(Cc2ccc3c(c2)OCO3)CC1
→ -14	.
O=C(C1=C[C@@H](c2coc3ccccc3c2=O)C[C@@H](OCCCCO)O1)N1CCOCC1
→ -14	.
CN(C)/C=C1\N=C(c2cccs2)OC1=O
→ 11	-5
COc1ccc(NC(=O)CSc2nnc(-c3cccs3)n2-c2ccccc2)cc1
→ 4	-4
CC1(C)CC(=O)c2cc3c(N)c(C(=O)NCc4ccccc4)sc3nc2C1
→ 6	.
CCOC(=O)CCCCC(=O)c1[nH]c(=O)[nH]c1CSc1nc(C)cc(C)n1
→ -3	-42
CCC(C)NC(=O)Nc1ccc2c(c1)N(C)C(=O)c1ccccc1S2 (centres undefined)
→ 0	.
COc1cc2c(cc1OC)C(C(=O)N1CCN(c3ccccn3)CC1)C(c1cccs1)N(C)C2=O (centres undefined)
→ .	-8
COc1ccccc1-c1nnc(SCC(=O)NCc2c(C)c(Cl)cc(C(C)C)c2O)o1
→ .	-14
CCCn1c(CN2CCCCC2C)nc2c1c(=O)n(C)c(=O)n2C (centres undefined)
→ -42	-1
O=C(Nc1ccccc1Cl)c1ccn[nH]1
→ 26	.
CN(C)Cc1c(O)ccc2c3c(c(=O)oc12)CCCCC3
→ 117*	.
COC(=O)c1ccc(CSc2nc3ccccc3c(=O)n2Cc2ccco2)o1
→ 4	-52
O=C(COC(=O)c1ccc(S(=O)(=O)Nc2ccccc2)cc1)NCc1ccco1
→ 16	.
O=C(NCc1ccccc1Cl)c1ccc(Cn2cc(C(F)(F)F)ccc2=O)cc1
→ 8	.
Cc1ccc(C2C3=C(NCCN=C3c3ccccc3)C(=O)N2c2ccccc2)cc1 (centres undefined)
→ -23	.
O=S(=O)(NCc1ccccc1)c1ccc(F)cc1Br
→ -212	.
CCOC(=O)c1cnc(SC2CCc3ccccc3C2=O)nc1N (centres undefined)
→ 5	-4
CCCn1c(=O)c(C(=O)NCc2ccc(OC)c(OC)c2)c(O)c2ccccc21
→ 14	-20
CCOC(=O)c1sc2nc3c(cc2c1N)COC(C)(CC)C3 (centres undefined)
→ -39	.
COC(=O)N/N=C/c1ccc([N+](=O)[O-])o1
→ -5	.
O=C(NC1C=CS(=O)(=O)C1)c1sc2ccccc2c1Cl (centres undefined)
→ 5	-19
CCOc1ccc(OCCOc2cccc(C(F)(F)F)c2)cc1
→ 6	.
CCC(=O)Oc1ccc(-c2cnc3ccccc3n2)cc1
→ -15	.
Cc1ccn(C(=O)c2cc3cc(Cl)ccc3oc2=O)n1
→ 1	.
CN1CCN(C(=O)c2ccc(COc3ccc(C(C)(C)C)cc3)o2)CC1
→ 8	.
CCOP(=O)(OCC)C(C)(C)NC(=O)C(Cl)(Cl)Cl
→ 0	.
Cc1cc(C(=O)CSc2nc3ccccc3n2C)c(C)n1C
→ -1	.
COc1ccc(C2C(C(C)=O)=C(O)C(=O)N2C)c(OC)c1 (centres undefined)
→ -10	-3
CCOC(=O)c1cc2sc(C)cc2n1CC(=O)Nc1ccc2c(c1)OCCO2
→ 5	58*
O=C(CSc1nc2c(cnn2-c2ccc(F)cc2)c(=O)[nH]1)Nc1nccs1
→ -7	.
CCS(=O)(=O)n1nc(-c2ccccc2)nc1SC
→ 6	.
C=C(C)CNC(=S)N/N=C(\C)c1ccc(-n2ccnc2)cc1
→ -10	.
Cc1ccc(S(=O)(=O)N(CC(=O)NCCSC2CCCCC2)c2ccccc2F)cc1
→ -10	.
CCCCCCNC(=O)n1cc(F)c(=O)[nH]c1=O
→ -11	.
CCCCCSc1nc(N2CCOCC2)c2c(c1C#N)CC(C)(C)OC2
→ -10	0
Cn1c(C2CC(=O)N(Cc3ccccc3)C2)nc2ccccc21 (centres undefined)
→ -10	.
CC(=O)c1cn(CC(=O)Nc2c(C)cccc2C)c2ccccc12
→ -10	.
Cc1ccc(-n2nnc3c(=O)n(CC(=O)N4CCC(C)CC4)cnc32)cc1
→ 10	6
COc1ccc(CCN(C(=O)c2cccc(F)c2)C2CC(=O)N(c3ccc(OC)cc3)C2=O)cc1 (centres undefined)
→ 0	.
CN(C)/C=N/c1cc(=O)[nH]c(=O)n1CC1CC1
→ -6	.
COc1cc(OC)cc(C(=O)N2CCN(Cc3ccccc3C(F)(F)F)CC2)c1
→ 14	-13
CCN(CC)S(=O)(=O)c1ccc(NCc2ccccc2)nc1
→ -1	-38
CC1Cc2nc(SCC(N)=O)n(Cc3ccccc3)c(=O)c2S1 (centres undefined)
→ 10	-3
Cn1c(SCc2ccc(C(=O)Nc3nccs3)cc2)nnc1-c1ccccc1
→ -5	.
CC(=O)OCCn1c(Br)nc2c1c(=O)[nH]c(=O)n2C
→ 1	-5
CCOC(=O)c1cnc(-n2nc(C)cc2C)nc1Nc1ccc(OC)cc1
→ 25	.
Clc1ccccc1OCc1nc(-c2ccc(Br)o2)no1
→ 1	.
COc1ccc(O)c(/C=N/NC(=O)CSc2nnc(C)n2-c2ccccc2)c1
→ -3	.
CC(=O)NC(c1cccc([N+](=O)[O-])c1)c1c(OC(C)=O)ccc2ccccc12 (centres undefined)
→ 16	.
CCOc1ccc(NC(=O)C2CCN(S(=O)(=O)c3c(C)n[nH]c3C)CC2)cc1
→ 15	-5
CSc1nsc(SCC(=O)Nc2c(C)n(C)n(-c3ccccc3)c2=O)n1
→ -3	-10
Cc1ccccc1CCNC(=O)C1CCN(S(=O)(=O)c2ccc(-n3cnnn3)cc2)CC1
→ 6	3
Cc1ccc(NC(=O)CSc2nnc(CNC(=O)c3c(F)cccc3Cl)o2)cc1
→ -76	4
CCOC(=O)C(Cc1c(F)cccc1F)(NC(C)=O)C(=O)OCC
→ 7	-1
O=C(c1ccccc1)c1ccc(Oc2ncccn2)cc1
→ -9	-2

# Next part.
# Value order – RmlC RmlD mix	HIV RNase H inh
Cc1cc(C)c2cc(CN(Cc3cccs3)Cc3nnnn3CC3CCCO3)c(=O)[nH]c2c1 (centres undefined)
→ -2	-1
Cc1cccc(-n2c(=O)c3c(n4cnnc24)-c2ccccc2CC32CCCCC2)c1
→ -12	.
O=C(Nc1ccc(S(=O)(=O)N2CCCC2)cc1)c1cccnc1
→ -9	.
CCN(C(=O)CSc1nnc(-c2ccncc2)n1C)C1CCS(=O)(=O)C1 (centres undefined)
→ -3	.
C=CCNCC#CCOc1ccc(OC)cc1
→ 11	.
CC1SC(=NC(=O)c2ccco2)NC1=O (centres undefined)
→ 3	0
Cc1nc(N(C)Cc2ccccc2)c2nnn(Cc3ccccc3)c2n1
→ 9	.
CCCn1nc2cc(C(=O)NCCc3ccc(C)cc3)ccc2c1OCC
→ -31	.
Cc1ccc(NC(=O)CCn2cccc2)cc1
→ 6	.
CC(C)Cn1c(N)c(C(=O)COC(=O)CC23CC4CC(CC(C4)C2)C3)c(=O)n(C)c1=O
→ 2	.
CC1CN(C(=S)NC(=O)c2ccc([N+](=O)[O-])cc2)CC(C)O1 (centres undefined)
→ 14	.
CCc1c(C)[nH]c2ccc(C)cc2c1=O
→ 5	-16
CCOc1ccc(C(=O)CCNC(Cc2cnc[nH]2)C(=O)O)cc1 (centres undefined)
→ -10	-10
CCn1c2ccccc2c2nnc(SCC(=O)Nc3cc(C)on3)nc21
→ 38	-9
COc1cc(OC)cc(C(=O)NCCNC(=O)c2ccco2)c1
→ -9	.
CC1=CC(c2ccccc2)n2nc(N)nc2N1 (centres undefined)
→ 16	.
CC(C(=O)O)c1ccc(N2Cc3ccccc3C2=O)cc1 (centres undefined)
→ -3	.
COc1ccc(-n2nnnc2SCC(=O)c2ccc3c(c2)OCCO3)cc1
→ 8	.
COc1cc(CCC(=O)OCC(=O)Nc2ncc(Cl)cc2Cl)cc(OC)c1OC
→ -9	6
Cc1cc(C)nc(NS(=O)(=O)c2ccc(NC(=O)c3ccco3)cc2)n1
→ -13	-4
CC(=O)N1CC=CC1(CC(C)C)C(=O)NCc1cc(F)cc(C(F)(F)F)c1 (centres undefined)
→ 5	.
CCCCN(CCCC)CCNC(=O)Cc1nc2c(c(=O)[nH]c(=O)n2C)n1C
→ -14	-11
CCOC(=O)c1c(NC(=O)c2cccnc2)sc(C)c1C
→ 22	.
Cc1ccc(NC(=S)N2CCCC(c3nc4ccc(C)cc4[nH]3)C2)c(C)c1 (centres undefined)
→ 8	.
CC1CN(C(=O)c2cccc(C(=O)N3CC(C)OC(C)C3)c2)CC(C)O1 (centres undefined)
→ .	-70
Cc1ccc(-c2cc(-c3ccc4c(c3)OCO4)c(C#N)c(N)n2)o1
→ -17	12
O=C(Nc1cccc(NC(=O)c2ccc(-c3cccc(Br)c3)o2)c1)c1ccco1
→ -15	15
Cn1c(SCC(=O)NCc2ccc3c(c2)OCO3)nnc1C1COc2ccccc2O1 (centres undefined)
→ -11	-21
Cc1cccc(NC(=O)c2ccccc2OCC(=O)c2ccccc2)c1
→ -10	.
CCOCCc1nnc(NC(=O)c2cccc(F)c2)s1
→ -9	-6

# Full records as entered above.
# CCCCN(CCCC)CCNC(=O)Cc1nc2c(c(=O)[nH]c(=O)n2C)n1C as listed: RmlC RmlD mix: -14; HIV RNase H inh: -11
# CCOC(=O)c1sc2nc3c(cc2c1N)COC(C)(CC)C3 (centres undefined) as listed: RmlC RmlD mix: -39; HIV RNase H inh: .

# (listing goes on)
# Value order – RmlC RmlD mix	HIV RNase H inh
Cc1cc(Nc2cccc(F)c2)n2nc(C)nc2n1
→ 8	-4
CCOC(=O)N1CCN(c2cc(=O)n(-c3cccc(Br)c3)c(=O)[nH]2)CC1
→ -11	-3
COc1ccc(-c2c(C3=CCCCC3)oc3ccc(-c4ccc5c(c4)OCO5)cc23)cn1
→ 2	.
C=CCn1c(SCC(=O)c2c(N)n(C)c(=O)n(C)c2=O)nc2sc(C)c(C)c2c1=O
→ -8	.
CN(c1ccccc1C(=O)Nc1cccnc1)S(C)(=O)=O
→ -8	-14
CCOC(=O)CNc1c(-c2ccc(Cl)cc2)nc2cnccn12
→ .	-20
O=C(CCCN1C(=O)c2ccccc2C1=O)Nc1ccccc1C(=O)N1CCOCC1
→ 11	4
C=CCSc1nc(C)c2cc(C)cc(C)c2n1
→ -14	.
O=C(CSc1nc2ccccc2c(=O)n1NC(=O)Cc1ccccc1)NCc1ccco1
→ 8	-12
OC1(c2ccc(F)cc2)CCN(Cc2nnnn2Cc2cccs2)CC1
→ 7	4
Cc1cccc(C)c1N1CCN(S(=O)(=O)N2CCOCC2)CC1
→ 104	.
CC(=O)NCCn1c(SCC(=O)NCCC(C)C)nc2ccccc2c1=O
→ -5	.
CCCCN(Cc1cc2cc(OC)ccc2[nH]c1=O)C(=O)c1ccco1
→ 9	.
CC1CC(Nc2ccccc2)c2ccccc2N1C(=O)c1cccnc1 (centres undefined)
→ -9	.
Cc1ccc(C)c(CSc2nnc(-c3ccccn3)n2N)c1
→ -1	5
CCOC1CCCCC1NS(=O)(=O)c1ccc(Cl)cc1 (centres undefined)
→ -12	-3
COc1cccc(-n2c(SCC(=O)NCCC3=CCCCC3)nc3n[nH]c(C)c3c2=N)c1
→ 0	-9
O=C(O)c1ccc(CSc2nnc(SCc3ccccc3)s2)cc1
→ 1	.
Cc1ccc(C(=O)OCC(=O)N2CC(=O)Nc3ccccc32)s1
→ 17	-36
CCn1c(Cn2nnc(-c3ccccc3)n2)nnc1SCC(=O)Nc1cccc(C)c1C
→ 2	-41
COC(=O)c1ccc2c(=O)n(C3CCCCC3)c(SCC#N)nc2c1
→ -2	-12
O=S(=O)(Nc1ccc(N2CCOCC2)cc1)c1ccc(Cl)s1
→ 8	.
Fc1ccc(CSc2nc3ccccc3[nH]2)cc1
→ 8	.
CCCCNC(=O)CN(CCc1ccccc1)S(C)(=O)=O
→ -7	.
CCCN(CCC)CCCNC(=O)c1ccc2c(c1)N(CC)C(=O)c1ccccc1S2=O (centres undefined)
→ 11	-7
Cc1ccc(C(=O)ON=C2CCN(S(=O)(=O)c3ccccc3)CC2)cc1
→ 4	.
COC(=O)C(NC(C)=O)(Nc1sc2c(c1C(N)=O)CCCC2)C(F)(F)F (centres undefined)
→ -27	.
CCC(C)[C@@H](C(=O)Nc1ccc2c(c1)OCO2)N1Cc2ccccc2C1=O (some centres undefined)
→ 8	2
CC(OCc1ccccc1)C(NC(=O)OC(C)(C)C)C(=O)NCC1CCCO1 (centres undefined)
→ -11	0
Cc1ccc(NC(=O)C2COc3ccccc3O2)nc1 (centres undefined)
→ 3	.

# Sorted by heavy-atom count (smallest number first): some entries from above.
# Value order – RmlC RmlD mix	HIV RNase H inh
CN(C)Cc1c(O)ccc2c3c(c(=O)oc12)CCCCC3
→ 117*	.
CC1CN(C(=S)NC(=O)c2ccc([N+](=O)[O-])cc2)CC(C)O1 (centres undefined)
→ 14	.
CC1CC(Nc2ccccc2)c2ccccc2N1C(=O)c1cccnc1 (centres undefined)
→ -9	.
COc1ccc(-n2nnnc2SCC(=O)c2ccc3c(c2)OCCO3)cc1
→ 8	.

# The results go on.
# Value order – RmlC RmlD mix	HIV RNase H inh
COc1cc(C(=O)NCc2nnc(SCC(=O)NCc3ccccc3)o2)cc(OC)c1OC
→ -13	-3
COc1ccc(CC(=O)NNC(=S)Nc2ccc(Br)cc2)cc1
→ -15	.
COc1ccc(/C=N\N=C2/SC(CC(=O)O)C(=O)N2c2ccc(O)cc2)cc1 (centres undefined)
→ -30	.
Cc1onc(-c2ccccc2)c1-c1nc2ccccc2c(=O)o1
→ -14	.
Cc1ccc2c(CN3CCN(CCO)CC3)cc(=O)oc2c1C
→ 17	.
Cc1ccc(NC(=O)Cc2ncc(C(F)(F)F)cc2Cl)cc1Cl
→ 9	.
CCOC(=O)/C=C1\SCC(=O)N1CC(=O)NC12CC3CC(CC(C3)C1)C2
→ 2	.
